Bioassay records from PubChem.
DENV2 CPE rescue – DENV2-induced cell death inhibition | DENV2-infected cells, cytopathic effect rescue, plate reader | AID 651640 | hit rate 1.7% among 350,000 | CPE inhibition, % at 9.99 µM; in the data active = CPE inhibition above about 20%, passing the limit was not always enough; inconclusive = no clear call, values can overlap the other calls; tested in BHK-21 cells;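 note: 0% = median of neutral control wells and 100% = median of positive control wells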
Xi reactivation – activators of X-chromosome reactivation in mouse fibroblasts. XiGFP mouse fibroblasts, % GFP-positive cells imaging, 3 d; cells co-treated with 5-aza-dC sensitizer; scaled so ellipticine positive control = 100%. activation, % at 7.58 µM. hit rate 0.055% among 360,000. AID 743238;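 active = mean normalized replicate activation at least 10% and every replicate at or above 10%; inconclusive = only one of the two criteria met; inactive = mean below 10% and not all replicates reach 10%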;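 note: 0% = median of on-plate neutral control wells and 100% = ellipticine 6 µM median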
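assay system = SV40-immortalized XiGFP fibroblast cells, line 68-5-11 | buffer or medium = DMEM plus 5-aza-dC sensitizer | doses = single-point pinned compound dosing | times = 3-day compound exposure, then 15 min fixation at room temperature | benchmarks = positive control ellipticine, 6 µM final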
RAD52 inh – blocks human RAD52 DNA annealing; recombinant RAD52 DNA annealing, FRET fluorescence; inhibition, % at 18.7 µM; hit rate 0.46% among 360,000;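 active = every replicate showing at least 50% inhibition; inconclusive = mean inhibition at least 50% but not in every replicate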
E-selectin induc – E-selectin induction on HUVECs. P16581. HUVEC E-selectin immunofluorescence imaging; normalized: neutral wells 0, TNF-alpha wells 100. activation, % at 7.58 µM. hit rate 0.37% among 260,000;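 active = mean E-selectin-positive cell signal at least 10% of the positive control, reached in at least 60% of replicates, without over 20% cell loss; inconclusive = no rule given, readout overlaps actives, possibly toxicity-flagged; inactive = the rest, including those meeting only one limit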;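 note: in these data hits start at about 27%; measured in HUVEC primary endothelial cells; signal is the percent of cells scored E-selectin positive by PE staining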
Target sequence (P16581 whole entry, looked up): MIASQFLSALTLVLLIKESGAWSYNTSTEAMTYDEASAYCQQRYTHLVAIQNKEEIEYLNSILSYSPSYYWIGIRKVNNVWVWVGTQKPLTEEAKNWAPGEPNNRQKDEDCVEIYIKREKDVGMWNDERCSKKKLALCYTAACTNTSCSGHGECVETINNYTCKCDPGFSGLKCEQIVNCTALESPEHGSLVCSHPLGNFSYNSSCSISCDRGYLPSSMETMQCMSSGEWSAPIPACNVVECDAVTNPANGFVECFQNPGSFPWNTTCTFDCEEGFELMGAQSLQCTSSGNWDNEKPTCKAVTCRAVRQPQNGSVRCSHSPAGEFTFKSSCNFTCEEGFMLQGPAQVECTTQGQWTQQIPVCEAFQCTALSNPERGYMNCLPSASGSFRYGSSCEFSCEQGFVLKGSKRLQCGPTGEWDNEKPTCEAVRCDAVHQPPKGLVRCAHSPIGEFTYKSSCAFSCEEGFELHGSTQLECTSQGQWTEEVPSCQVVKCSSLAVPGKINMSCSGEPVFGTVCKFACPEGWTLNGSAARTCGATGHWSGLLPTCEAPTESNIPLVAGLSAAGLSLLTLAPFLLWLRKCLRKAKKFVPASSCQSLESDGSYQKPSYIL
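assay system = HUVEC, human umbilical vein endothelial cells | input = 3,000 HUVEC seeded per well | medium = EGM-2 growth medium on 0.1% gelatin-coated wells | dosing = one compound dose added by pin transfer | signal = immunofluorescence imaging | read-out basis = % PE-positive cells | control set = TNF-alpha, DMSO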
Casp6 inh – blocks human caspase-6 cleavage activity; P55212; purified caspase-6, Z-VEID-R110 cleavage fluorescence; inhibition, % at 12.5 µM; hit rate 0.53% among 350,000; AID 686996;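 active = mean inhibition across replicates at least about 35%, with every replicate also reaching that limit, limit read from the data; inconclusive = only one of the two criteria met; inactive = neither criterion met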;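 note: 0% = median of neutral control wells and 100% = no fluorescence left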
Target sequence (P55212 24-179 limits assumed): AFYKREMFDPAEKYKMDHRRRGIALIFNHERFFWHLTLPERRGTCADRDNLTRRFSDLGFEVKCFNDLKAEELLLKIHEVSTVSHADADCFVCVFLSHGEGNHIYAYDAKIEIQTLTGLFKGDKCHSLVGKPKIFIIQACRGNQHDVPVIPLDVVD
Target sequence (P55212 194-293 limits assumed): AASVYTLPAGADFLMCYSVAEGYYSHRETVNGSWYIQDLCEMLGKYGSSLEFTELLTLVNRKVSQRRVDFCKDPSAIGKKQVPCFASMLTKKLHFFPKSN
RAD54 branch – blocks human RAD54 Holliday junction branch migration. Q92698. FAM/BHQ fluorescence. inhibition, % at 10.4 µM. hit rate 0.14% among 360,000. AID 602329;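 active = mean normalized replicate activity at least 40 and at least half of replicates scoring 40 or more; inconclusive = only one of the two criteria met; inactive = mean below 40 and under half of replicates reaching 40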;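 note: 0% = median of neutral control wells and 100% = median of positive control wells; inhibitors cause a drop in the FAM fluorescence signal; in these data hits start at about 50%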
GSIS activator – primary screen for activators of insulin secretion dependent on glucose, INS-1E cells, GLuc reporter luminescence; INS-1E GLuc reporter insulin secretion, 2-3 h; activation, % at 16.6 µM; hit rate 0.61% among 370,000;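 active = lowest replicate activation of at least 40%, so every replicate reaches that level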;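 note: 0% = median of neutral control wells and 100% = median of IBMX positive control wells; some compounds called inactive have numbers as strong as hits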
F508del corr – correctors of CFTR F508del function in bronchial epithelial cells. hit rate 0.36% among 350,000. activity (quench increase), % at 7.58 µM. CFBE cells, YFP halide quenching; stimulated with forskolin plus potentiator P3; % fluorescence drop versus neutral controls;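 active = mean added fluorescence quench of at least 8% versus neutral control, with both replicates also reaching 8%; inconclusive = only one of the mean or replicate conditions met; inactive = mean below 8% and not both replicates reaching 8%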;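 note: cells transiently co-express mutant CFTR-F508del with the halide-sensitive YFP; corrector assay measuring rescue of mutant channel to the surface after 24 h compound exposure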
* marks the source's active call; other numbers are inactive results. This is a random part of the collection; any-hit rate near 3.7%.

The opening 2 records (preview)
`COc1ccc(CNc2nnnn2C)cc1` gave DENV2 CPE rescue -3, Xi reactivation 0.0, RAD52 inh 1, Casp6 inh 1, RAD54 branch 1, GSIS activator 12 and F508del corr -2.9.
`Cc1cccc(-c2ccc([C@@H]3[C@@H](CO)N4CCCCN(C(=O)c5ccncc5)C[C@H]34)cc2)c1` gave DENV2 CPE rescue 15, Xi reactivation -0.1, RAD52 inh 6, E-selectin induc -0.1, Casp6 inh -4, RAD54 branch 11, GSIS activator 2 and F508del corr 3.1.

Main list (from the top)
`COc1ccc(CNc2nnnn2C)cc1` gave DENV2 CPE rescue -3, Xi reactivation 0.0, RAD52 inh 1, Casp6 inh 1, RAD54 branch 1, GSIS activator 12 and F508del corr -2.9.
`Cc1cccc(-c2ccc([C@@H]3[C@@H](CO)N4CCCCN(C(=O)c5ccncc5)C[C@H]34)cc2)c1` gave DENV2 CPE rescue 15, Xi reactivation -0.1, RAD52 inh 6, E-selectin induc -0.1, Casp6 inh -4, RAD54 branch 11, GSIS activator 2 and F508del corr 3.1.
For Cc1cccc(NC(=O)c2cccc(OC(=S)N3CCOCC3)c2)c1C the results were DENV2 CPE rescue inconclusive, Xi reactivation -0.1, RAD52 inh 7, E-selectin induc 0.4, Casp6 inh 1, RAD54 branch 7, GSIS activator 0 and F508del corr 1.3.
Screening COC(=O)[C@@]12CCCCN1[C@H](c1ccc(-c3ccc(C(C)=O)cc3)cc1)[C@@H]1C(=O)N(C)C(=O)[C@@H]12 returned DENV2 CPE rescue 0, Xi reactivation 0.7, RAD52 inh -27, E-selectin induc -0.1, Casp6 inh -4, RAD54 branch -2, GSIS activator 1 and F508del corr -0.7.
`COc1ccc(S(=O)(=O)Nc2ccc3c(c2)CC(=O)N([C@@H](C)CO)C[C@H](C)[C@H](CN(C)C(=O)Nc2ccccc2)O3)cc1` gave DENV2 CPE rescue 2, Xi reactivation 0.0, RAD52 inh 9, E-selectin induc 0.4, Casp6 inh -2, RAD54 branch 5, GSIS activator -12 and F508del corr 0.9.
`CS(=O)(=O)c1ccc(Cl)c(NC(=O)CN2CCN(C(=O)c3cccs3)CC2)c1` gave DENV2 CPE rescue -11, Xi reactivation 0.0, RAD52 inh -9, Casp6 inh 2, GSIS activator 15 and F508del corr -0.9.
For CCCC#Cc1cnc2c(c1)C(=O)N([C@@H](C)CO)C[C@H](C)[C@H](CN(C)C(=O)Cc1ccccc1)O2 the results were DENV2 CPE rescue -4, Xi reactivation 0.2, RAD52 inh -7, E-selectin induc 0.0, Casp6 inh -1, RAD54 branch -5, GSIS activator -27 and F508del corr -0.6.
O=C(C[C@@H]1C/C=C\C[C@@H](Cc2ccc(F)cc2)C(=O)OC[C@@H](Cc2ccccc2)NC1=O)N[C@H](CO)Cc1ccccc1 was read as DENV2 CPE rescue -3, Xi reactivation 0.1, RAD52 inh -6, E-selectin induc 3.1, Casp6 inh 3, RAD54 branch -11, GSIS activator 12 and F508del corr -0.6.
`Cc1c(C#N)c(N)nc2c3c(sc12)NC(=O)CC3c1ccc(Cl)cc1` (configuration not stated) gave DENV2 CPE rescue 9, Xi reactivation 0.0, RAD52 inh -30, Casp6 inh 2 and GSIS activator 6.
For COc1ccc(C#Cc2ccc([C@H]3[C@H]4CN(C)CCCCN4[C@H]3CO)cc2)cc1 the results were DENV2 CPE rescue -22, Xi reactivation 0.0, RAD52 inh 52*, E-selectin induc 0.4, Casp6 inh 3, RAD54 branch -2, GSIS activator -2 and F508del corr -6.0.
`COc1ccc2cc3c(N)nn(C(=O)C4CCC(C(C)(C)C)CC4)c3nc2c1` (configuration not stated) gave DENV2 CPE rescue 5, Xi reactivation 0.0, RAD52 inh -59, E-selectin induc -0.1, Casp6 inh -5, RAD54 branch 2, GSIS activator -9 and F508del corr -3.9.
For Cc1noc(C)c1NC(=O)N(C)C[C@@H]1Oc2ccc(NC(=O)c3ccncc3)cc2C(=O)N([C@@H](C)CO)C[C@@H]1C the results were DENV2 CPE rescue 5, Xi reactivation 0.0, RAD52 inh -12, E-selectin induc -4.7, Casp6 inh -1, RAD54 branch 1, GSIS activator 9 and F508del corr 1.5.
For C[C@@H]1CN([C@H](C)CO)C(=O)Cc2cc(NC(=O)C3CCCCC3)ccc2O[C@@H]1CN(C)Cc1ccc(Cl)c(Cl)c1 the results were DENV2 CPE rescue 1, Xi reactivation 0.0, RAD52 inh -19, E-selectin induc 0.8, Casp6 inh 0, RAD54 branch 1, GSIS activator -9 and F508del corr 2.6.
`COc1ccccc1CN1CC(C(=O)NCCSc2nnnn2C)CCC1=O` (configuration not stated) gave DENV2 CPE rescue -7, Xi reactivation 0.0, RAD52 inh 0, E-selectin induc 0.1, Casp6 inh -3, RAD54 branch -1, GSIS activator -13 and F508del corr -1.6.
For CCC(=O)N(C)C[C@@H]1Oc2cc(C#CC3(O)CCCC3)ccc2S(=O)(=O)N([C@H](C)CO)C[C@@H]1C the results were DENV2 CPE rescue 4, Xi reactivation 1.7, RAD52 inh -10, E-selectin induc 0.0, Casp6 inh -3, RAD54 branch 3, GSIS activator -4 and F508del corr -0.4.
For CCOc1ccccc1NC(=O)C(OC(=O)c1cnc(C)cn1)c1ccccc1 (configuration not stated) the results were DENV2 CPE rescue 6, Xi reactivation -0.2, RAD52 inh -9, E-selectin induc -0.1, Casp6 inh 2, RAD54 branch -4, GSIS activator 4 and F508del corr 2.8.
For O=S(=O)(Nc1ccc(-c2nc3cccnc3s2)cc1)c1ccccc1F the results were DENV2 CPE rescue 7, Xi reactivation 0.0, RAD52 inh -20, E-selectin induc 0.8, Casp6 inh 1, RAD54 branch 8, GSIS activator 14 and F508del corr -3.6.
Screening C[C@H]1CN([C@@H](C)CO)S(=O)(=O)c2ccc(-c3cccc(C(=O)N(C)C)c3)cc2O[C@H]1CN(C)C(=O)Nc1ccc(F)cc1 returned DENV2 CPE rescue -8, Xi reactivation -0.9, RAD52 inh 9, E-selectin induc -0.1, Casp6 inh 0, RAD54 branch -4, GSIS activator -7 and F508del corr -2.2.
For O=C(C[C@@H]1C=C[C@H](NC(=O)C2CC2)[C@H](CO)O1)NCCCN1CCOCC1 the results were DENV2 CPE rescue 1, Xi reactivation 0.1, RAD52 inh -3, E-selectin induc 5.4, Casp6 inh 2, RAD54 branch -8, GSIS activator 48 and F508del corr -0.1.
`CC1CCN(CCCOc2ccc(OCc3ccccc3)cc2)CC1` gave RAD52 inh 6, Casp6 inh -3, RAD54 branch 5 and GSIS activator -6.
Screening C[C@H]1CN([C@@H](C)CO)C(=O)c2cc(C#Cc3ccccc3)cnc2O[C@H]1CN(C)Cc1ccccn1 returned DENV2 CPE rescue 1, Xi reactivation -1.2, RAD52 inh 8, E-selectin induc 0.4, Casp6 inh 0, RAD54 branch -7, GSIS activator -2 and F508del corr 1.4.
CCCCC1=CC2=C(c3ccco3)C(=O)C(C)(OC(=O)c3ccc(OC)cc3)C(=O)C2=CN1CCOC (configuration not stated) was read as Xi reactivation 0.6, E-selectin induc 1.2, RAD54 branch 0, GSIS activator 2 and F508del corr -1.6.
Cc1ccc(Nc2c([N+](=O)[O-])c(=O)oc3ccccc23)cc1 was read as DENV2 CPE rescue -6, Xi reactivation -0.1, RAD52 inh -2, E-selectin induc -0.3, Casp6 inh 1 and F508del corr 4.6.
`OC(c1ccccc1)c1cccnc1` (configuration not stated) gave DENV2 CPE rescue 6, Xi reactivation 0.1, RAD52 inh -20, Casp6 inh 3, RAD54 branch -7 and GSIS activator 1.
Screening C[C@@H]1CN([C@@H](C)CO)C(=O)c2cc(N(C)C)ccc2O[C@@H](C)CCCCO[C@H]1CN(C)S(=O)(=O)c1cn(C)cn1 returned Xi reactivation 0.0, E-selectin induc 0.4, GSIS activator -8 and F508del corr -0.8.
`O=C1O[C@@H](c2ccccc2)[C@@H](c2ccccc2)N2[C@@H](c3ccc(O)cc3)[C@]3(C(=O)Nc4ccc(C#CCCO)cc43)[C@@H](C(=O)NC[C@H](O)c3ccccc3)[C@H]12` gave DENV2 CPE rescue 15, RAD52 inh 24, Casp6 inh 7, RAD54 branch -6 and F508del corr -2.2.
For CCN1CCN(c2c(C(=O)c3ccc(OC)cc3)cnc3ccccc23)CC1 the results were DENV2 CPE rescue -6, Xi reactivation 0.2, RAD52 inh -7, Casp6 inh -13, RAD54 branch -12, GSIS activator 9 and F508del corr -0.7.
For CC1Cc2cc(/C(O)=C3/C(=O)C(=O)N(Cc4cccnc4)C3c3cccc(O)c3)ccc2O1 (configuration not stated) the results were DENV2 CPE rescue 19, Xi reactivation 0.0, RAD52 inh -15, Casp6 inh 4, RAD54 branch -10, GSIS activator 13 and F508del corr -3.3.
`CNC[C@@H]1Oc2c(NC(=O)c3cc(C)nn3C)cccc2C(=O)N([C@H](C)CO)C[C@@H]1C` gave DENV2 CPE rescue -11, Xi reactivation -1.4, RAD52 inh 5, Casp6 inh 2, RAD54 branch 5, GSIS activator 0 and F508del corr -2.1.
`CO[C@@H]1CN(C)C(=O)c2cc(NC(C)=O)ccc2OC[C@@H](C)N(C(=O)C2CCC2)C[C@H]1C` gave DENV2 CPE rescue -5, Xi reactivation 0.0, RAD52 inh 11, E-selectin induc -0.2, Casp6 inh 0, RAD54 branch 16, GSIS activator -2 and F508del corr 3.1.
CO[C@H]1CN(C)C(=O)c2cc(NC(=O)Nc3c(C)noc3C)ccc2OC[C@@H](C)N(C)C[C@@H]1C was read as DENV2 CPE rescue -7, Xi reactivation 0.0, RAD52 inh 5, E-selectin induc -0.2, Casp6 inh 0, RAD54 branch -3, GSIS activator 9 and F508del corr -1.1.
Cc1noc(C)c1S(=O)(=O)N(C)C[C@H]1Oc2ccc(NC(=O)Nc3ccccc3)cc2CC(=O)N([C@H](C)CO)C[C@H]1C was read as Xi reactivation 0.0, E-selectin induc 0.0, GSIS activator -15 and F508del corr -1.0.
For Cc1ccc(S(=O)(=O)N2C[C@H]3[C@H]4C(=O)N(c5ccccc5)C(=O)[C@H]4C[C@H](OC(=O)NC4CC4)[C@@]3(O)C2)cc1 the results were DENV2 CPE rescue inconclusive, Xi reactivation 0.1, RAD52 inh -14, E-selectin induc 0.0, Casp6 inh 1, RAD54 branch 3, GSIS activator 2 and F508del corr 0.3.
`C[C@@H]1CN([C@@H](C)CO)C(=O)c2cccc(NS(=O)(=O)c3ccc(Cl)cc3)c2O[C@@H]1CN(C)C(=O)Nc1ccc(F)cc1` gave DENV2 CPE rescue -4, Xi reactivation -0.1, RAD52 inh 8, E-selectin induc 0.0, Casp6 inh 1, RAD54 branch 5, GSIS activator -33 and F508del corr 2.1.
COc1cccc(CNC(=O)Cn2c(=O)c3cccn3c3ccccc32)c1 was read as DENV2 CPE rescue 0, Xi reactivation 0.0, RAD52 inh -9, Casp6 inh -6, RAD54 branch -13, GSIS activator 34 and F508del corr 1.3.
